KDM5B inh: Primary screen for KDM5B Histone Demethylases FDH-coupled qHTS. Potency, µM (series often up to 57.7 µM), inactives show top-dose activity change, negative = inhibition, hits mostly inhibitors. KDM5B demethylase, FDH-coupled NADH fluorescence (FDH is formaldehyde dehydrogenase). Lysine-specific demethylase 5B (Homo sapiens), Q9UGL1. 220,000 compounds, 2.6% hits; active = well fitted inhibition curve with a large enough effect; inconclusive = small, poorly fitted or top-dose-only effect; inactive = no such curve, though single readings can be large or run the other way; note: 0% is about no effect; nearly all actives have a fitted effect of over 70% in size
Target sequence (Q9UGL1 whole entry, looked up): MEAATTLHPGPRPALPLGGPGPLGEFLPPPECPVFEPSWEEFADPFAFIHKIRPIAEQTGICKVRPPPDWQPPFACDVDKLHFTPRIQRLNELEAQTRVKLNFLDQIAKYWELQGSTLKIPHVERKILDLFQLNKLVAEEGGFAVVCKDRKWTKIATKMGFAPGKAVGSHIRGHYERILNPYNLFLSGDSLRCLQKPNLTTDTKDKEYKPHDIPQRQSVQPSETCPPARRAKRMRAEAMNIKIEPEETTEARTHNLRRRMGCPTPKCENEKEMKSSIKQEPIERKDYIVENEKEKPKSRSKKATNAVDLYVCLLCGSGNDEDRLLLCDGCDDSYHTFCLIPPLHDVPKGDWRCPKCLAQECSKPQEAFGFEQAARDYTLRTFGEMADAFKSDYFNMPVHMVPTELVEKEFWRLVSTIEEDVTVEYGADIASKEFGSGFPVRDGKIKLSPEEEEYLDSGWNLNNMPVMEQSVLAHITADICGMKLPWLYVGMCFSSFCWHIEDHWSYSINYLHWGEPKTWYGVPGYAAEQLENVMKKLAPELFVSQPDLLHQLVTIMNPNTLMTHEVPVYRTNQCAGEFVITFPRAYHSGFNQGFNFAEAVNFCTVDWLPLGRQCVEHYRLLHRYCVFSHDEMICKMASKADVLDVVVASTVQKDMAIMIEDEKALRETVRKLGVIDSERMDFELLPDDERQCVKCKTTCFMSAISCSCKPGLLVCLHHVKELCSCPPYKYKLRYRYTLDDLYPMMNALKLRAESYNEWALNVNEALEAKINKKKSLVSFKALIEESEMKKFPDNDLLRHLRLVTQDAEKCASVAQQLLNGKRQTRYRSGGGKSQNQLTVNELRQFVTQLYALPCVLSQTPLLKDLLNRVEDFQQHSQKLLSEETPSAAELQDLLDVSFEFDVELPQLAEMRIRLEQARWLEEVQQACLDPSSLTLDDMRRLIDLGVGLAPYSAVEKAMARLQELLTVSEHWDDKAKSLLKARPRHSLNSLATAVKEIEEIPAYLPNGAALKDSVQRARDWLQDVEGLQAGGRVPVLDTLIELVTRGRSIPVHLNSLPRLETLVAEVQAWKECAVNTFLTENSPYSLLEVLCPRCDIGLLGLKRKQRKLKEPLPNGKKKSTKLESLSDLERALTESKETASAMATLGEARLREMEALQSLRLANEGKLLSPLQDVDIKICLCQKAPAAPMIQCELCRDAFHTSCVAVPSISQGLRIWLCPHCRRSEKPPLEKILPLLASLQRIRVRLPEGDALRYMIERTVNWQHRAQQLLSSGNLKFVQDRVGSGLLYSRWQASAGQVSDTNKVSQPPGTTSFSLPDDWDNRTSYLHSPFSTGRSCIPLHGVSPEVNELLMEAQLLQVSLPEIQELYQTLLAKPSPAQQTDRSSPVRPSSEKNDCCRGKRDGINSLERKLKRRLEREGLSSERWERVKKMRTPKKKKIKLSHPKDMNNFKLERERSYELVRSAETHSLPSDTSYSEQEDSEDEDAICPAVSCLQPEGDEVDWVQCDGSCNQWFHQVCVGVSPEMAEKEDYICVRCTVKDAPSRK
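KDM5BΔAP (200 nM final) in 50 mM HEPES pH 7.5, 0.01% Tween-20 was preincubated 10 min at RT with compound over a concentration range. Substrate mix (H3K4me3 12.5 µM, α-KG 25 µM, Fe²⁺, ascorbate, NAD⁺, FDH) was added, and NADH fluorescence change over 30 min gave dose-response curves.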
* hit, by the source's call; ? = inconclusive; & = joins results of further samples; ! = not active in a repeat; [ ] = another dose, or the depositor's remark. Potency is the fitted concentration of half-maximal effect.

SMILES | KDM5B inh
COC(=O)CN1C(C(=O)c2ccccc2)=C(OC(=O)c2ccc(C)cc2)c2ccccc2S1(=O)=O | -10.3%
COc1ccc(-c2nn(C)c(=O)c3ccccc23)cc1NC(=O)COc1ccccc1 | 7.5%
CCOC(=O)c1[nH]cnc1C(=O)Nc1ccc(C)cc1 | ?
Cc1cc2nc3n(c(=O)c2n1CC(=O)NCc1ccccc1Cl)CCCCC3 | 12.3%
C#Cc1cccc(NC(=O)CCC(=O)c2ccc3c(c2)CCC3)c1 | -11.8%
CN(Cc1nc2ccccc2s1)C(=O)c1ccc(F)cc1 | 23.6%
Fc1ccc(CNC[C@H]2Cn3c(-c4ccc5c(c4)OCCO5)cnc3CO2)cc1 | -24.6%[86.2 µM]
CC(C)C(NS(=O)(=O)c1ccc2c(c1)oc(=O)n2C)C(=O)NCCc1ccccc1 (stereo not given) | -26.6%
O=C(CCCc1c[nH]c2ccccc12)Nc1ccc2ccccc2c1 | -19.5%
COc1ccc(S(=O)(=O)N(CC(=O)NCc2ccco2)c2ccccc2OC)cc1 | -36.8%
CC(C)n1cc2cc(C(=O)N3CCSCC3)sc2c1 | ?
Cc1noc(C)c1[S+](=O)([O-])N1CCCC2(COc3ccccc3C(=O)N2)C1 (stereo not given) | 25.1µM*
CCC1CN(C(=O)NCc2ccc(C)cc2)c2ccccc2O1 (stereo not given) | -16.7%
COc1ccc(C)cc1S(=O)(=O)Nc1ccc(Nc2cc(N3CCCCC3)nc(C)n2)cc1 | -8.5%
O=C(CCc1nc2ccccc2s1)NC1CCCC(C(F)(F)F)C1 (stereo not given) | -10.8%
O=C(O)C1CN(C(=O)c2ccco2)CCN(C2CCOCC2)C1 (stereo not given) | -10.3%
Cc1ccc(-c2nc3cc(NC(=O)/C=C/c4ccco4)ccc3o2)cc1 | ?
COC(=O)[C@]12C[C@H](CC(=O)N3CCOCC3)C(=O)N(Cc3ccco3)C1=C[C@H](COCc1ccccc1)O[C@@H]2C | 24.9%
O=C(/C=C/c1cccs1)Nc1ccc(S(=O)(=O)Nc2ncccn2)cc1 | -0.5%
C/C(=N/Nc1ccc(S(N)(=O)=O)cc1[N+](=O)[O-])c1ccc(C2CCCCC2)cc1 | -9.4%

Shown as a hit in KDM5B inh, of those listed so far:
SMILES | KDM5B inh
Cc1noc(C)c1[S+](=O)([O-])N1CCCC2(COc3ccccc3C(=O)N2)C1 (stereo not given) | 25.1µM*

Further records follow:
SMILES | KDM5B inh
CNC(=O)[C@@H]1CN(S(=O)(=O)c2c(C)noc2C)C[C@H]1C1CCN(C)CC1 | 4.5%
O=c1[nH]c2c(oc3ccccc32)c(=O)n1Cc1ccccc1 | -17.4%
O=C(NC1CCCC1)C1(c2ccc(F)cc2)CCCC1 | 15.7%
Nc1c(Cl)cccc1C(=O)OCc1nc(N)c2ccccc2n1 | ?
O=C(CSc1nc(CN2CCOCC2)nc2ccccc12)NCC1CCCCC1 | 10.6%
Cc1ccc(Nc2nc(Nc3ccc(C)c(C)c3)nc(N3CCOCC3)n2)cc1C | 7.2%
Cc1cccc(C)c1OCc1nc2c3c(ncn2n1)OC1=C(C(=O)CCC1)C3c1ccco1 (stereo not given) | -9.6%
C[C@@H]1CN(C(=O)c2ccc(OC3CCN(S(=O)(=O)N(C)C)CC3)cc2)C[C@H](C)O1 | 39.3%
COC1CCC12CCN(C(=O)c1cccc(C)c1)CC2 (stereo not given) | 4.0%
CCCOc1ccc(CNC(=O)CCn2ccn3nc4c(c3c2=O)CCCC4)cc1 | ?
O=C(O)C[C@@H]1CCN(C(=O)c2ccc(F)cc2)C[C@@H]1CCN1CCCCC1 | 33.4%[activator][86.2 µM]
CC(C)NC(=O)c1cnc2c(c1)N(C(=O)Cc1cccc(C(F)(F)F)c1)CCC2 | 22.9%[86.2 µM]
COCC(=O)N1CCC(Oc2ccc(C(=O)N3C[C@@H](C)O[C@@H](C)C3)cc2)CC1 | -8.9%
CCCN(Cc1ccccc1)Cc1cc(=O)oc2ccc(C)cc12 | -26.6%
COc1ccc(C(=O)N2N=C(c3cccc(NS(C)(=O)=O)c3)CC2c2cccs2)cc1 (stereo not given) | ?
Cc1cc(CNC(=S)Nc2ccc(S(=O)(=O)Nc3ncccn3)cc2)nn1C | 22.0%
O=C(Nc1ccc(S(=O)(=O)Nc2ccccc2)cc1)N1CCCC1 | -5.7%
CCn1c(C)nc2cc(C(=O)NNC(=S)Nc3ccccc3OC)ccc21 | 12.4%
Cc1cc(C)cc(NS(=O)(=O)c2ccc(NC(=O)c3ccccc3C(=O)O)cc2)c1 | 22.1%
C=CCNc1nc(-c2ccc3[nH]c(=O)oc3c2)cs1 | -26.7%
O=C1COCC2(CN1)CN(Cc1ccc(Cl)cc1)C2 | -3.5%[115 µM]
Cn1cc(-c2ccccc2Oc2ccccc2)c2nc(CO)cn2c1=O | -9.6%[86.2 µM]
CC(C)c1noc(-c2cn(C3CCCN(C(=O)c4cccs4)C3)nn2)n1 (stereo not given) | ?
COc1cccc2c1OCCCN(CC1(O)CNCCOC1)C2 (stereo not given) | 12.8%
O=C(Nc1ccc2c(c1)OCO2)c1sc(-c2ccco2)nc1-c1ccccc1 | ?
CCOC(=O)C1CCCN(c2nc3c(C)cccn3c(=O)c2/C=C(\C#N)C(=O)NCc2ccco2)C1 (stereo not given) | ?
COCCOC1CCOC2(CCN(C(=O)c3cnc(C)cn3)CC2)C1 (stereo not given) | -18.1%
CC(C)c1nc2oc3c(N(CCO)CCO)ncnc3c2c2c1CCC2 | -12.6%
Cc1nnnn1-c1cccc(C(=O)N2CCC3(CCCN(C)C3=O)C2)c1 (stereo not given) | 12.7%
O=C(NCc1ccco1)c1ccc(Cn2c(SCc3ccc(F)cc3)nc3cccnc32)cc1 | ?

Laid out differently: results already given
SMILES,KDM5B inh
O=C(Nc1ccc2c(c1)OCO2)c1sc(-c2ccco2)nc1-c1ccccc1,?
CCOC(=O)C1CCCN(c2nc3c(C)cccn3c(=O)c2/C=C(\C#N)C(=O)NCc2ccco2)C1 (stereo not given),?

Continued:
SMILES | KDM5B inh
O=C(O)c1ccnc(N2CCOCC2)c1 | ?
Cc1ccnc(NC(=O)CCc2ncc(-c3ccc(Cl)cc3)o2)c1 | 10.8%
CCCCCCNC(=O)C1CSCCS(=O)(=O)N1Cc1ccc(C)cc1 (stereo not given) | 44.5%[activator]
COc1ccc(-c2onc(C)c2C)cc1S(=O)(=O)NCC1CCN(Cc2ccccc2F)CC1 | ?
ClC(=C\c1ccccc1)/C=N/N1CCN(Cc2cccc3ccccc23)CC1 | 13.7%
CCN(CC)C(=O)c1cccc(NC(=O)Cc2nc(-c3ccccc3)oc2C)c1 | 20.2%
CC1=C(C(=O)OC2CCCC2)C(c2ccc(Cl)cc2)CC(=O)N1 (stereo not given) | 2.2%
CC(=O)CC1(C#N)C(N)=C(C=O)CC1(C#N)C#N (stereo not given) | ?
NC(=O)Cc1ccc(C(=O)CSc2ccc3c(c2)OCCCO3)s1 | ?
Cc1nc(-c2ccccc2)n(Cc2ccc(C#N)cc2)c(=O)c1CCO | -2.5%
COc1ccc(C(=O)N2CCCC(c3nn(-c4ccccc4)c(=O)[nH]3)C2)cc1 (stereo not given) | -12.7%
COc1ccc(C(=O)N2CCC3(CC2)C(OC)CN3c2cccc(F)c2)cc1 (stereo not given) | -11.2%
CCCCn1c(CCC(=O)O)nc2cc(S(=O)(=O)N(CC)CC)ccc21 | -6.5%
CCCc1csc(N)c1C(=O)OCC | -22.1%
Cc1cc(OC(C)C(=O)NCc2cccnc2)c2c(C)c(C)c(=O)oc2c1 (stereo not given) | ?
FC(F)(F)C1CN(c2cc(N3CCOCC3)ncn2)CCO1 (stereo not given) | -4.0%
Cc1nc(CN2Cc3nc(N(C)c4ccccc4)ccc3OCC2=O)cs1 | ?
CCC1Oc2ccc(NC(=O)CC(C)(C)C)cc2CN(Cc2ccccc2F)C1=O (stereo not given) | -4.7%
O=C(Nc1cccc(S(=O)(=O)NC2=NCCC2)c1)c1cc(-c2ccccn2)nc2ccccc12 | 39.0%[activator]
CC1(C)Cc2ccccc2-c2nc(CN3CCOCC3)[nH]c(=O)c21 | -8.9%
CN1CC(=O)N(c2ccccc2)Cc2c1ncnc2N1CCC(O)CC1 | 16.5%
COc1ccccc1NC(=O)C1CCN(S(=O)(=O)c2ccc3c(c2)oc(=O)n3C)CC1 | -9.0%
COCCn1c(-c2ccc(Cl)cc2)nc2oc3cc(OC)ccc3c(=O)c2c1=O | ?
COc1ccc(C2c3ccc(O)cc3Oc3ncn(CCN4CCOCC4)c(=N)c32)cc1OC (stereo not given) | -5.5%
Cc1cccc(C)c1NC(=O)Cn1ccn2nc3c(c2c1=O)CCCC3 | -22.3%
CCN1C(=O)CCN(C(=O)c2ccc(OC)cc2)CC12CCOCC2 | -1.2%
CCOc1c(I)cc(/C=C2\NC(=O)NC2=O)cc1OC | -13.1%
CCN(Cc1ccccc1)C(=O)c1nc(-c2cccc(F)c2)n2c1CCCCC2 | 6.5%
Cc1cc(C)cc(Nc2nc(C)cc(=O)n2CC(=O)Nc2cccc(C#N)c2)c1 | 28.2µM*
COc1ccc(Nc2cnc3ccc(-c4ccccc4OC)nn23)cc1OC | -34.8%[86.2 µM]

Five compounds picked at random from those above, as already listed:
SMILES | KDM5B inh
COc1ccc(C2c3ccc(O)cc3Oc3ncn(CCN4CCOCC4)c(=N)c32)cc1OC (stereo not given) | -5.5%
CCN1C(=O)CCN(C(=O)c2ccc(OC)cc2)CC12CCOCC2 | -1.2%
Cc1cccc(C)c1NC(=O)Cn1ccn2nc3c(c2c1=O)CCCC3 | -22.3%
CCOc1c(I)cc(/C=C2\NC(=O)NC2=O)cc1OC | -13.1%
Cc1cc(C)cc(Nc2nc(C)cc(=O)n2CC(=O)Nc2cccc(C#N)c2)c1 | 28.2µM*

Further results
SMILES | KDM5B inh
CCC(NC(=O)c1ccc2nc(-c3ccc(F)cc3)cn2c1)c1cccnc1 (stereo not given) | 28.2µM*
N#Cc1ccc(N2CCC(C(=O)Nc3ncc(Cc4ccccc4)s3)CC2)nc1 | -23.7%
CCOC(=O)Cn1c(=O)n(-c2ccccc2OC)c2nc(-c3ccc(C(C)C)cc3)nc(C(N)=O)c21 | ?
O=C(O)c1ccc(NC(=O)C2(c3ccccc3)CCCC2)cc1 | 13.7%
COc1ccc(NC(=O)Cn2c(=O)oc3cc(S(=O)(=O)NC(C)C)ccc32)cc1OC | -4.4%
COc1cc(Cl)ccc1C(=O)N1CCC2(CC1)NC(=O)N(c1ccc(F)cc1)N2 | 2.3%
Cc1cccc(NC(=O)C23CC4CC(CC(Cl)(C4)C2)C3)c1 | 17.7%
O=C(NNC(=O)C1CCCC1)c1ccc(CSc2ccc(Cl)cc2)cc1 | 5.3%
Nc1nccnc1C(=O)NCc1nc2ccccc2s1 | ?
O=C(NCc1ccc2c(c1)OCO2)C1CCN(c2nccc(C(F)(F)F)n2)CC1 | ?
O=C(NCCn1cc(SCC(=O)N2CCCCC2)c2ccccc21)c1cccc(C(F)(F)F)c1 | 7.0%
O=C(c1ccc2c(c1)OCO2)N1CCC2(CC1)CC(c1cccnc1)=NO2 | 3.3%
Cc1ccc(NC(=O)Cn2nc(C(N)=O)c3ccccc3c2=O)cc1 | 12.2%
COCCn1c(N2CCN(CCO)CC2)nc2c1c(=O)[nH]c(=O)n2C | 9.3%
CCSc1nnc(-c2nn(Cc3ccccc3)c(=O)c3ccccc23)o1 | 6.7%
CCOC(=O)N1CCN(C(=O)CN(c2cc(Cl)ccc2Cl)S(C)(=O)=O)CC1 | -4.7%
Cc1nc(N2CCC(NC(=O)c3ccc[nH]3)CC2)cc(C(F)(F)F)n1 | 18.0%
O=S(=O)(c1ccc(F)cc1)N1CC(c2nnc(-c3ccncc3)o2)C2(CCOCC2)C1 (stereo not given) | 24.8%
O=C(NCc1ccc(Cn2cccn2)cc1)c1cn[nH]c1-c1ccc(F)cc1 | -10.1%
O=Cc1cccc(N2CCN(C(=O)N3CCCC3)CC2=O)c1 | -13.2%[149 µM]
COc1ccc(C(=O)N2CCCC(n3cc(-c4nc(C)no4)nn3)C2)cc1F (stereo not given) | 16.6%
CCOC(=O)c1c(NC(=O)CSc2cn(CCNC(=O)c3ccccc3F)c3ccccc23)sc2c1CCCC2 | -41.7%
COC(=O)C1=C(N)N(c2ccccc2C(F)(F)F)C2=C(C(=O)CC(C)(C)C2)C1c1cccnc1 (stereo not given) | 9.5%
O=c1oc2ccccc2c(N2CCCC2)c1NS(=O)(=O)c1ccc(Br)cc1 | 10.1%
CCOC(=O)c1c(NC(C)=O)sc2c(OCc3ccc(F)cc3)c(Br)ccc12 | 1.3%
CC(C)c1noc(-c2cn(C3CCN(C(=O)C4(c5ccccc5)CC4)C3)nn2)n1 (stereo not given) | 9.4%
CCn1c(CNC(=O)c2ccc(OC)cc2)nnc1SCC(=O)Nc1cccc(C)c1 | -3.0%
Cc1nc2cc(NC(=O)COc3ccc(Cl)cc3Cl)ccc2o1 | 17.1%
Cc1ccc(NC(=O)C(=O)NCC2(c3ccccc3)CCCC2)cc1C | -2.7%
CN(CC(=O)Nc1ccc(F)c(Cl)c1)Cc1nc2ccccc2c(=O)[nH]1 | -11.6%
O=S(=O)(c1cccs1)N1CCN(c2ccc(Cl)cc2)CC1 | -18.7%&-1.6%
CC(C)N1C[C@H](C(=O)NCCOc2ccccc2)[C@H](C(=O)O)C1 | 7.7%
O=C(COC(=O)CCSc1ccccc1Cl)Nc1ncc(Cl)cc1Cl | ?
O=C(NCCc1ccc(Cl)cc1)c1cc(Br)cn2ccnc12 | 31.6µM*!

A portion of the library; rates above refer to the full screens.
